High-throughput results as filed in PubChem BioAssay.
SIAH1 antagonists: blockers of Siah-1 interaction with plectin peptide – biochemical, fluorescence polarization, rhodamine-plectin, uHTS, primary screen (AID 1817) | Siah-1 / rhodamine-plectin peptide fluorescence polarization; higher % means a stronger effect | displacement, % at 20 µM, or IC50 in µM where a hit was titrated | 0.02% of 290,000 active;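 active means displacement of at least 50% at 20 µM, with a fluorescence ratio check between 0.3 and a set limit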;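 further: plate controls were Siah plus tracer with DMSO for no effect and tracer alone without Siah for full effect; strong numbers were not always called active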
K1F lysis inhibition: inhibition of K1F phage lysis, E. coli UTI89, bacterial capsule biogenesis inhibitors, alamar blue (AID 488966); E. coli UTI89 K1F phage lysis, alamar blue, 2 h; higher % means a stronger effect; one-dose inhibition, % at 100 µM; IC50 in µM for titrated hits; 0.02% of 340,000 active;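 active means phage lysis inhibition, versus mean bacterial control, above a set limit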;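 further: capsule biogenesis inhibitors block K1F phage lysis so surviving cells raise fluorescence; higher fluorescence means more inhibition of phage lysis; actives were called in the ten point dose series up to 300 µM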
AID2073: disruptors of CaV2.2 binding to Mint1 – biochemical, HTRF (AID 2073) | HTRF protein-protein interaction, Mint1-CaV2.2; higher % means a stronger effect | one-dose inhibition, % at 20 µM; IC50 in µM for titrated hits | 0.19% of 290,000 active; in the data active means inhibition mostly above about 51%, no sharp cut-off; further: some results filed as inactive read as strong as hits
GPR55 antagonists: inhibition of LPI-stimulated GPR55 beta-arrestin translocation – imaging, U2OS, beta-arrestin-GFP, LPI agonist, primary screen (AID 2013); U2OS GPR55 beta-arrestin-GFP translocation imaging, LPI antagonism; higher % means a stronger effect; one-dose inhibition, % at 10 µM; IC50 in µM for titrated hits; 0.13% of 290,000 active;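 active means spots per cell inhibited over 60%, with over 100 cells counted and total cytoplasm intensity under 500,000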;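 further: U2OS cells stably carrying GPR55 and arrestin-GFP stimulated by 5 µM LPI near EC80; imaged beta-arrestin-GFP aggregate spots per cell after agonist stimulation; plate controls were LPI-stimulated DMSO wells for no effect and DMSO wells without LPI for full effect; some results filed as inactive read as strong as hits; confirmed hits need IC50 under 10 µM and bright autofluorescent wells are also inconclusive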
GPR55 activation: GPR55 agonists via beta-arrestin recruitment, primary screen, imaging, U2OS cells, beta-arrestin-GFP redistribution (AID 1961); activation, % at 10 µM; hits with a dose series show EC50 in µM; 0.048% of 290,000 active; U2OS GPR55 beta-arrestin-GFP redistribution imaging; higher % means a stronger effect;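 active means activation above 40% with more than 50 cells counted in the well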;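 further: U2OS osteosarcoma cells stably expressing GPR55 and beta-arrestin-GFP; plate controls were DMSO negative control for no effect and LPI positive control for full effect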
GPR35 arrestin U2OS: GPR35 antagonists blocking zaprinast-driven arrestin recruitment, primary screen, imaging, U2OS, beta-arrestin-GFP, zaprinast agonist (AID 2058); U2OS GPR35 beta-arrestin-GFP translocation imaging, zaprinast antagonism; higher % means a stronger effect; one-dose inhibition, % at 10 µM; IC50 in µM for titrated hits; 0.052% of 290,000 active;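 active means inhibition of at least 50% with at least 30 cells and total cytoplasm GFP at most 10,000,000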
HIV fusion peptide: cell-free HIV fusion peptide-binding blockers – biochemical, uHTS, fluorescence dequenching, primary screen (AID 1986); cell-free peptide binding, fluorescence dequenching, 30 min; higher % means a stronger effect; inhibition, % at 20 µM, or IC50 in µM where a hit was titrated; 0.3% of 290,000 active; in the data active means inhibition mostly above about 52%, no sharp cut-off; inactive means mostly below about 76%; further: some results filed as inactive read as strong as hits
NTR1 agonist: NTR1-driven beta-arrestin-GFP spot formation – imaging, U2OS cells, high content, primary screen (AID 493036). P30989. agonist mode. activation, % at 20 µM. 0.17% of 330,000 active;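 active means activation at or above 40% of the spot to cytoplasm intensity ratio, with at least 20 cells analyzed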;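 further: 0% = DMSO without peptide and 100% = 100 nM NTR1 peptide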
Target sequence (P30989 whole entry, looked up): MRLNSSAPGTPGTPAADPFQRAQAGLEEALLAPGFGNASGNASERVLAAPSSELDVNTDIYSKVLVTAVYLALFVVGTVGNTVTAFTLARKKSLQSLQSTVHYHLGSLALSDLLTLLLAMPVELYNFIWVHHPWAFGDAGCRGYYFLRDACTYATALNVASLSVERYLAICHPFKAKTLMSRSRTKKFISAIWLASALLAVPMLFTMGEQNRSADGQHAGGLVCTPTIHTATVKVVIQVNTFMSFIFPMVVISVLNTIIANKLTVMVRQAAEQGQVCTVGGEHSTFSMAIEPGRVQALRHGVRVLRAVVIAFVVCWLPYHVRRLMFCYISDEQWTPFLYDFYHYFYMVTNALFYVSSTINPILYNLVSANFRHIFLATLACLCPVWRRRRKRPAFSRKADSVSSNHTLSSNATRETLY
NS5 inhibitors: Dengue-2 NS5 methyltransferase inhibitors, primary screen, biochemical, confirmation dose response (AID 588689); Dengue-2 NS5 methyltransferase capping enzyme assay, biochemical; higher % means a stronger effect; one-dose inhibition, % at 25 µM; IC50 in µM for titrated hits; 0.3% of 340,000 active; in the data active means a potency from the dose series
NTR1 agonist cell count 20 µM: also measured in NTR1 agonist; calls as there; cell count; measured here: cell count, cytotoxicity flag
NS5 inhibitors pilot replicate: recorded beside NS5 inhibitors, whose call it bears; inhibition, %; measured here: pilot screen replicate inhibition
Starred values were filed as active, the others as inactive; · = no result given; [ ] = dose if it differs, or a comment. This is a random part of the collection, and some 1.2% of all compounds hit somewhere here.

SMILES	SIAH1 antagonists	K1F lysis inhibition	AID2073	GPR55 antagonists	GPR55 activation	GPR35 arrestin U2OS	HIV fusion peptide	NTR1 agonist	NTR1 agonist cell count 20 µM	NS5 inhibitors	others
CS(=O)(=O)Nc1cccc(C2=NN(C(=O)c3ccc(F)cc3)C(c3cccs3)C2)c1 (configuration not stated)	-1%	0.1%	5%	1%	0.0%	16%	3.5%	6.5	86	-1%
O=C(c1ccco1)N1CCCC(c2nc3c(nnn3Cc3cccc(Cl)c3)c(=O)[nH]2)C1 (configuration not stated)	-1%	0.0%	1%	3%	0.1%	-8%	-0.9%	0.1	54	-12%
CCN1CCSc2ccc(C(=O)Nc3ccc(NC(C)=O)cc3)cc21	6%	0.1%	21%	3%	0.4%	-2%	0.4%	-0.4	83	0%
O=C(N/N=C/c1cc([N+](=O)[O-])ccc1O)c1cc(-c2ccccc2)nc2ccccc12	-2%	-0.7%	12%	5%	0.4%	3%	40%	0.5	61	-21%
Cc1cc(C)nc(N2CCC(C(=O)NCc3ccccc3)CC2)n1	1%	0.4%	12%	-6%	0.4%	-3%	-0.4%	-0.1	82	-7%
Nc1c(C(=O)NCc2ccccc2)sc2nc(N3CCOCC3)c3c(c12)CCCC3	-1%	0.4%	10%	6%	-0.1%	-12%	-2.3%	2.9	76	-14%
Cc1ccc(NC(=O)CCSc2nnc(C)o2)cc1	6%	0.3%	2%	8%	0.4%	5%	-0.6%	0.9	72	-8%	NS5 inhibitors pilot replicate=-5.2
c1ccc(-c2cc(-c3nc4ccccc4[nH]3)c3ccccc3n2)cc1	-5%	3.8%	18%	14%	-0.1%	1%	-1.4%	6.1	46	-6%
C[C@H](NC(=O)[C@@H]1Cc2ccccc2CN1)C(=O)NC1CCCCC1	-6%	-0.3%	17%	-4%	-0.1%	5%	-0.3%	-0.2	62	1%
CN(C)/C=C(\C=N\OCc1ccc(Cl)cc1Cl)C(=O)Nc1ccc(Cl)c(Cl)c1	0%	0.0%	9%	21%	0.2%	9%	67%	8.8	82	-4%
O=C(Nc1ccccc1C(=O)N1CCOCC1)c1cccc(S(=O)(=O)N2CCCC2)c1	2%	0.2%	40%	4%	1.2%	16%	-0.8%	·	·	-2%
CC(=O)Nc1ccc(CN2CCC(CO)(CCOc3ccccc3)CC2)cc1	4%	-0.2%	11%	2%	0.3%	0%	1.4%	-0.5	53	-7%
CSc1sc(-c2n[nH]c(=S)n2C)c2c1C=CCC2	-6%	-2.6%	8%	2%	1.1%	10%	-1.3%	-0.3	52	7%
Cc1ccc(NC(=O)CN2CCN(c3ccccn3)CC2)cc1S(=O)(=O)N(C)C	2%	0.2%	4%	13%	0.5%	4%	-2.0%	0.1	54	2%
O=C(Nc1ccc(F)cc1)OCCOc1ccc(Br)cc1	-4%	0.3%	11%	4%	0.2%	3%	1.4%	-0.1	76	-4%
Clc1nc(Nc2ccc(N3CCOCC3)cc2)c2ccccc2n1	-6%	-0.4%	-10%	-11%	-0.1%	5%	-1.7%	3.8	53	-5%
O=C(CSc1nc(-c2ccco2)cc(C(F)(F)F)n1)NCCCN1CCOCC1	3%	0.5%	7%	19%	-0.1%	-15%	0.7%	1.0	53	2%
CCOc1ccc(NC(=O)c2ccc(N3CC4CC(C3)c3cccc(=O)n3C4)c(N)c2)cc1 (configuration not stated)	12%	0.2%	-3%	12%	0.1%	-1%	-1.4%	0.4	67	3%
COc1ccccc1N(C)C(=O)c1cc(S(=O)(=O)N2CCCC2)cn1C	-10%	4.3%	13%	8%	-0.1%	3%	0.6%	-1.2	74	-1%
COc1c(Cl)cc(Cl)cc1CNc1ccc(S(N)(=O)=O)cc1	-1%	-2.0%	8%	-6%	0.3%	7%	-0.2%	0.9	55	1%
Cc1ccc(NC(=O)c2sccc2C)nc1	3%	0.0%	9%	13%	-0.2%	-18%	-2.1%	-0.1	74	-4%
CCCCc1c(O)nc(SCC(=O)NC(C)(C)C)n(-c2ccccc2C)c1=O	-4%	3.6%	-4%	-18%	-0.1%	-5%	0.7%	-0.3	54	-6%
CCCCSc1nnc2nc(C)cc(C)n12	4%	0.2%	-5%	-8%	-0.1%	2%	0.3%	-0.8	101	-5%
Cn1nnnc1SCC(=O)N(C1CCCCC1)C1CCS(=O)(=O)C1 (configuration not stated)	0%	0.5%	-2%	-5%	-0.5%	-5%	-2.0%	0.2	47	4%
COc1ccc(NC(=O)CN(C)S(=O)(=O)c2ccc(Br)s2)cc1OC	-1%	0.0%	6%	-1%	0.2%	-5%	0.3%	-1.4	57	-2%
Carrying on.
SMILES	SIAH1 antagonists	K1F lysis inhibition	AID2073	GPR55 antagonists	GPR55 activation	GPR35 arrestin U2OS	HIV fusion peptide	NTR1 agonist	NTR1 agonist cell count 20 µM	NS5 inhibitors	others
CSCCC(NC(=O)c1ccccc1)C(=O)OCC(=O)c1ccc[nH]1 (configuration not stated)	1%	3.8%[50 µM]	48%	12%	-0.4%	13%	13%	1.9	62	2%
COc1ccc(C(=O)C2CCCN(Cc3c(O)cccc3OC)C2)cc1OC (configuration not stated)	12%	-0.2%	2%	5%	-0.1%	6%	0.6%	1.4	51	1%
COc1ccc([N+](=O)[O-])cc1NC(=O)CCC(=O)c1cccs1	-6%	0.4%	4%	9%	-0.4%	8%	-1.1%	3.1	56	-4%
CCc1ccc(N2CN=c3s/c(=C\c4ccccc4)c(=O)n3C2)cc1	4%	0.1%	10%	1%	0.4%	-4%	-1.0%	0.1	52	5%
Cc1ccc(S(=O)(=O)c2c(N)n(NC(=O)C3CC3)c3nc4ccccc4nc23)cc1	-7%	0.4%	14%	-3%	0.2%	1%	-0.6%	0.1	76	-10%	NS5 inhibitors pilot replicate=0.6
O=C(c1ccco1)N1CCN(C(=O)c2cc(-c3ccccn3)nc3ccc(Cl)cc23)CC1	-4%	-0.1%	32%	1%	-0.1%	10%	25%	0.6	52	-3%
O=C(O)CCC(=O)Nc1cccc(C(=O)Nc2cccc(Cl)c2)c1	1%	-2.2%	4%	13%	0.0%	13%	-0.2%	3.5	63	-7%
COc1ccc(N2CCN(CCNC(=O)C3CCN(S(=O)(=O)c4cccs4)CC3)CC2)cc1	1%	11%	-7%	13%	-0.3%	13%	-1.0%	2.6	89	-2%
O=C(COCC(=O)Nc1cccc(C(F)(F)F)c1)Nc1cccc(C(F)(F)F)c1	-4%	-0.1%	9%	-10%	0.0%	10%	-0.1%	47*	63*	-12%
Cc1sc2nc(C3CC3)nc(N3CCN(C(=O)c4ccc(F)cc4)CC3)c2c1C	7%	-0.1%	-1%	-13%	-0.1%	-16%	0.6%	10	51	-8%
CCCCCn1c(=O)[nH]c2cc(C(=O)NCCN(CC)CC)ccc2c1=O	-1%	0.3%	6%	24%	-0.2%	-5%	1.4%	-0.7	87	-6%
Cc1n[nH]c(C)c1S(=O)(=O)N(CC(=O)NC1CCCC1)c1ccc(C(C)C)cc1	-4%	-0.9%	9%	-13%	-0.1%	-6%	2.1%	2.2	59	-7%
CCCC(C)NC(=O)COc1ccc(S(=O)(=O)N2CCCC2)cc1 (configuration not stated)	6%	-0.6%	-5%	-7%	-0.1%	18%	-0.5%	0.8	55	-10%
CCOC(=O)c1ccc2c(c1)NCc1cccc(OC)c1O2	7%	-0.1%	8%	10%	0.1%	3%	0.5%	1.3	80	-3%
NS(=O)(=O)c1ccc(CCNC(=S)Nc2ccccc2)cc1	-3%	-0.8%	6%	-22%	-0.6%	-7%	-0.3%	0.9	63	-1%
Cc1ccc2c(CC(=O)N3CCN(S(=O)(=O)c4cccs4)CC3)coc2c1	0%	0.1%	0%	-12%	-0.1%	-2%	-1.3%	-0.5	42	-3%
CCOC(=O)c1cnc2ccc(OCC)cc2c1N1CCN(c2ccccc2OC)CC1	6%	0.4%	3%	-6%	0.9%	-6%	-0.2%	35	92	-5%
Cc1ccc(NC(=O)C2CC(=O)N/C(=N/N=C/c3ccco3)S2)cc1C (configuration not stated)	13%	0.5%	2%	12%	-0.1%	15%	18%	-1.4	59	1%
COCc1cc(C)nc2sc(C(=O)Nc3ccccc3F)c(N)c12	6%	0.3%	20%	-8%	1.2%	-4%	0.3%	1.8	55	-5%
CCOc1cc(C(c2c(C)[nH][nH]c2=O)c2c(C)[nH][nH]c2=O)ccc1OS(=O)(=O)c1ccccc1	-1%	6.7%	29%	-5%	-0.1%	-6%	4.4%	2.3	56	-3%
COc1ccc(NC(=O)c2nn(C)cc2[N+](=O)[O-])cc1	5%	-0.2%	6%	8%	-0.1%	8%	-0.1%	2.6	52	5%
O=[N+]([O-])c1ccccc1S(=O)(=O)NCCc1ccncc1	-8%	-0.2%	6%	15%	-0.3%	-11%	-0.1%	0.5	58	3%
CC(=O)Nc1ccc(S(=O)(=O)NCc2nc(-c3ccc(C)cc3)no2)cc1	-1%	0.6%	6%	9%	-0.1%	13%	1.5%	-0.3	75	-10%
CCOC(CNc1ncnc2sc(-c3ccccc3)cc12)OCC	0%	-0.4%	43%	0%	-0.1%	-15%	-0.2%	1.6	82	-3%
COc1nccnc1NS(=O)(=O)c1ccc(NCc2cc(Br)ccc2O)cc1	1%	-0.2%	8%	1%	0.2%	23%	1.6%	-0.2	51	-4%
Cc1ccc(NC(=O)CCC(C(=O)O)N2C(=O)c3ccccc3C2=O)cc1 (configuration not stated)	2%	1.1%	-2%	-10%	-0.2%	13%	0.3%	-0.7	34	-2%
C[C@@H]1CN(Cc2nc(-c3ccc(Cl)cc3)no2)C[C@H](C)O1	-7%	0.0%	-7%	-2%	0.0%	8%	-0.7%	1.5	56	-13%
C=CCNC(=O)COc1ccc(S(=O)(=O)Nc2ccc(OCC)cc2)cc1	2%	2.4%	-2%	5%	-0.3%	19%	-3.4%	-0.3	63	6%
COC(=O)C1=NNC2(c3ccc(Cl)cc3)C(=O)N(c3ccc(Cl)cc3)C(=O)C12 (configuration not stated)	11%	-3.4%	16%	5%	-0.2%	13%	3.5%	0.1	38	-4%
O=C(Nc1ccccc1)c1ccc(NCc2cccnc2)c(S(=O)(=O)N2CCOCC2)c1	0%	0.0%	4%	4%	0.0%	-9%	0.2%	-1.9	83	-10%

Reprinted from the listing, 2 compounds:
SMILES	SIAH1 antagonists	K1F lysis inhibition	AID2073	GPR55 antagonists	GPR55 activation	GPR35 arrestin U2OS	HIV fusion peptide	NTR1 agonist	NTR1 agonist cell count 20 µM	NS5 inhibitors	others
COC(=O)C1=NNC2(c3ccc(Cl)cc3)C(=O)N(c3ccc(Cl)cc3)C(=O)C12 (configuration not stated)	11%	-3.4%	16%	5%	-0.2%	13%	3.5%	0.1	38	-4%
O=C(Nc1ccccc1)c1ccc(NCc2cccnc2)c(S(=O)(=O)N2CCOCC2)c1	0%	0.0%	4%	4%	0.0%	-9%	0.2%	-1.9	83	-10%
